Screening data deposited in PubChem BioAssay by several laboratories.
TcdB GH inh: TcdB glycohydrolase inhibitors, primary screen, biochemical, single point, plate reader. Toxin B (Clostridioides difficile), P18177. TcdB glycohydrolase enzymatic assay. inhibition, % at 9.99 µM. hit rate 0.24% among 350,000; in the data active = inhibition above about 10%
PrPC surface inh: inhibitors of human cell surface prion protein PrPC, primary screen, cell-based, TR-FRET | Major prion protein (Homo sapiens), P04156 | TR-FRET read-out | hit rate 0.43% among 370,000 | inhibition, % at 13.8 µM; in the data active = inhibition above about 24%; note: 0% = median of the test wells and 100% = reference compound wells
PriA SSB inh: inhibitors of Klebsiella pneumoniae PriA binding to SSB C-terminal tail, primary screen, biochemical, AlphaScreen; AID 1272365, 2023; hit rate 0.6% among 430,000; PriA–SSB C-terminal tail interaction (Klebsiella pneumoniae); inhibition, % at 33 µM; AlphaScreen SSBct-PriA binding, biotinylated peptide; in the data active = inhibition mostly above about 37%, no sharp cut-off; inactive = mostly below about 20%;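 note: plate controls were negative control peptide for no effect and reference peptide for full effect; strong numbers were not always called active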
Y pestis TopoI: Yersinia pestis topoisomerase I inhibitors, primary screen, biochemical, cleavage product accumulation, plate reader, single point; hit rate 0.064% among 360,000; Y. pestis Topo-I cleavage product accumulation; activity, % at 10 µM; DNA topoisomerase I (Yersinia pestis CO92); in the data active = activity above about 50%, passing the limit was not always enough; note: inactives centre near 2
Anthrax LF inh2: Bacillus anthracis LF protease inhibitors, primary screen, biochemical, multiplex microsphere, MLPCN library; Lethal factor (Bacillus anthracis), P15917; multiplex microsphere protease cleavage assay; inhibition, % at 10 µM; hit rate 0.12% among 360,000; note: plate controls were buffer without enzyme for full effect and enzyme alone for no effect
Target sequence (P15917 whole entry, looked up): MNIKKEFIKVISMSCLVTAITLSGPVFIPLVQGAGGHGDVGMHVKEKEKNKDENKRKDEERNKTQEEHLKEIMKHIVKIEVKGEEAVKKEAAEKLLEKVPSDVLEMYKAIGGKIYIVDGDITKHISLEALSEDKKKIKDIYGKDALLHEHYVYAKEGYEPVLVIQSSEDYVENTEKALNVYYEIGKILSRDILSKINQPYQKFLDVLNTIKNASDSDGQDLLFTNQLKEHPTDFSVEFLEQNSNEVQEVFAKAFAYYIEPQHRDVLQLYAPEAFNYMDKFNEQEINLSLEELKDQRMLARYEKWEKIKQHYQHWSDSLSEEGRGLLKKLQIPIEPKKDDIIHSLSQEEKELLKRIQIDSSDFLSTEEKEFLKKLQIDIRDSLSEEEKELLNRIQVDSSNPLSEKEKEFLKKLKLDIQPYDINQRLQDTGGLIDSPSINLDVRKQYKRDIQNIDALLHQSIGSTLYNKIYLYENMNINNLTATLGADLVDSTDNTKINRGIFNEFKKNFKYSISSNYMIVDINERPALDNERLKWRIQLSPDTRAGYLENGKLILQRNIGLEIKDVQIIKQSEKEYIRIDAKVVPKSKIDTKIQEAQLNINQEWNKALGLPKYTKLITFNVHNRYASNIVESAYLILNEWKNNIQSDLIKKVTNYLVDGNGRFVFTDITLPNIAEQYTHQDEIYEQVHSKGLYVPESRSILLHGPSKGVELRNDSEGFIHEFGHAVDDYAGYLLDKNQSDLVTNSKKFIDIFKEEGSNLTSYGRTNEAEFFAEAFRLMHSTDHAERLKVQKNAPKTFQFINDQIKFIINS
Vc quorum ag: inducers of Vibrio cholerae quorum light production without autoinducers, primary screen, BH1578 luxS cqsA deficient, single point. hit rate 0.16% among 350,000. activation, % at 18.7 µM. V. cholerae BH1578 lux reporter, luminescence, 6 h; in the data active = activation mostly above about 9.7%, no sharp cut-off; note: not every result past the cut was called active; inactives centre near 0; reference of the scale not given here
SARS 3CLpro inh: SARS-CoV 3CLpro protease inhibitors, primary screen, biochemical, quenched FRET; Replicase polyprotein 1ab (Severe acute respiratory syndrome coronavirus), P0C6X7; recombinant SARS-CoV 3CLpro, quenched FRET peptide cleavage; inhibition, % at 6 µM; hit rate 0.14% among 290,000; in the data active = inhibition above about 12%
PfHsp40 yeast: rescue of yeast from PfHsp40 toxicity, primary screen, S. cerevisiae, ATP luminescence; hit rate 0.68% among 340,000; growth rescue, % at 12.5 µM; S. cerevisiae expressing PfHsp40, growth rescue; AID 504582, 2011; in the data active = growth rescue above about 28%, passing the limit was not always enough;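 note: yeast W303a lacking pdr1 and pdr3 grown in galactose medium; growth measured after three days at 30 °C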
BoNT-A LC inh2: BoNT/A light chain protease inhibitors, primary screen, biochemical, flow cytometry, MLPCN library; Botulinum neurotoxin type A light chain protease (Clostridium botulinum A str. ATCC 3502); multiplex microsphere protease substrate cleavage; inhibition, % at 10 µM; hit rate 0.17% among 360,000; AID 588499, 2011; note: plate controls were buffer without enzyme for full effect and enzyme alone for no effect
The depositor's hits bear a star; i = inactive; x = no result given; & = joins results of further samples. Cut-off read from the data, not from the text of the source, unless noted: active = inhibition above about 30%; inconclusive = no clear call, values can overlap the other calls; inactive = below that.

SMILES	TcdB GH inh	PrPC surface inh	PriA SSB inh	Y pestis TopoI	Anthrax LF inh2	Vc quorum ag	SARS 3CLpro inh	PfHsp40 yeast	BoNT-A LC inh2
CN(C)c1ccc(CN2CCC(C(=O)NC(c3ccc(Cl)cc3)c3cnccn3)CC2)cc1 (stereo unspecified)	0.9	-3	x	4	-4	0.5	x	x	-0.3
Cc1cc(C)cc(NC(=O)CN2C(=O)NC(Cc3c[nH]c4ccccc34)C2=O)c1 (stereo unspecified)	0.1	-9	12	-4	x	i	x	0.6	x
COC(=O)c1ccc(NC(=O)CCS(=O)(=O)c2ccc3c(c2)NC(=O)C(C)S3)cc1 (stereo unspecified)	5.8	-5	-9	7	0	2.6	-2	0.9	-0.7
COCCNc1nc(-c2cc(F)ccc2C)c2sc(-c3ccccc3)cc2n1	-0.7	1	x	11	7	-0.6	x	x	7.0
Nc1ccccc1C#Cc1ccccc1	-1.9	11	-49	-3	-4	-0.2	-3	-0.2	0.6
CC(=O)Nc1ccc(S(=O)(=O)N2CCN=C2SCc2ccc(F)cc2)cc1	-1.7	9	-16	-3	0	i	7	-0.3	0.4
Cc1csc(SCCn2c(N3CCOCC3)nc3c2c(=O)[nH]c(=O)n3C)n1	0.8	-2	-4&-12	6	4	i	7	-1.3	0.1
COc1ccc(NC(=O)c2ccc(S(=O)(=O)NCc3cccnc3)cc2)cc1	-0.4	15	-1	4	5	i	3	-1.1	1.5
O=[N+]([O-])c1cccnc1Oc1cc(Cl)c(Cl)cc1Cl	-0.3	-2	x	-3	0	-4.8	x	x	-0.1
N#Cc1cccc(C(=O)OCC(=O)N2CCCc3ccccc32)c1	-3.5	7	-13	1	0	-0.7	x	-1.0	2.1
COc1ccc(C(=O)C2CCCN(C(=O)c3ccc(C(C)=O)s3)C2)c(C)c1 (stereo unspecified)	0.3	1	-1	-3	4	0.6	2	-0.5	-0.2
O=C(COC(=O)c1cccs1)Nc1cccc(S(=O)(=O)NC2=NCCCCC2)c1	-0.4	-3	-14	8	-1	-0.3	-2	-0.1	-0.8
Cc1ccc[n+](CC(=O)/C=C2\N(C)c3ccccc3C2(C)C)c1	x	6	-6	-3	0	4.9	-1	-0.9	0.3
O=C1CCCc2cc3c(cc21)CCCC3	-1.2	-1	-13	3	-1	i	x	33*	-0.5
CNc1ccccc1C(C)(C)c1cc(-c2ccc(F)cc2)no1	x	-10	-19	8	-3	i	3	0.7	-0.4
CCOC(=O)c1[nH]ncc1CN1CCCC(C(=O)c2ccc(OC)c(OC)c2)C1 (stereo unspecified)	1.1	-3	-7	1	-2	-0.2	-1	0.3	-0.3
CCC(=O)Nc1ccc2c(c1)nc(CCN1CCN(C)CC1)n2C	x	0	7	-9	15	-0.3	-6	0.6	1.6
NNC(=O)COc1ccc(-c2n[nH]c(C(F)(F)F)c2-c2ccc(Br)cc2)c(O)c1	x	14	16	-10	1	-0.4	10	-0.9	0.3
CC(C)C(=O)N1CCC1(C)C(=O)Nc1ccccc1OC(F)F (stereo unspecified)	-0.4	-8	x	-7	-4	i	x	x	-0.6
O=C(NNC(=O)C1CC1c1ccccc1)c1cccc([N+](=O)[O-])c1 (stereo unspecified)	x	-9	-8	-4	-1	i	1	-1.4	0.8
Cc1cccc(C)c1NC(=O)NN=C1CCCCC1	-1.6	19	-8	-1	x	-1.9	9	-0.6	x
C=CCN1C(=O)c2ccc(C(=O)NCC(c3ccccc3)N(C)C)cc2C1=O (stereo unspecified)	0.3	6	5	1	-7	-0.8	-3	-0.4	1.1
O=C(NCc1ccccc1)[C@H]1C[C@@H]1[C@H](NP(=O)(c1ccccc1)c1ccccc1)c1ccccc1	0.7	9	3	9	-1	i	0	2.4	-0.4
CCC(C)n1c(O)c(C=Nc2cccc(C(F)(F)F)c2)c(=O)[nH]c1=S (stereo unspecified)	x	-4	-5	11	2	-0.3	3	0.4	3.4
Cc1ccc(S(=O)(=O)NCC(=O)NNC(=O)c2ccc(Br)cc2)cc1C	-7.0	16	-8	10	-6	0.4	x	0.0	0.7

Quoted from the results shown, 6 compounds:
SMILES	TcdB GH inh	PrPC surface inh	PriA SSB inh	Y pestis TopoI	Anthrax LF inh2	Vc quorum ag	SARS 3CLpro inh	PfHsp40 yeast	BoNT-A LC inh2
O=C(NNC(=O)C1CC1c1ccccc1)c1cccc([N+](=O)[O-])c1 (stereo unspecified)	x	-9	-8	-4	-1	i	1	-1.4	0.8
Cc1cccc(C)c1NC(=O)NN=C1CCCCC1	-1.6	19	-8	-1	x	-1.9	9	-0.6	x
C=CCN1C(=O)c2ccc(C(=O)NCC(c3ccccc3)N(C)C)cc2C1=O (stereo unspecified)	0.3	6	5	1	-7	-0.8	-3	-0.4	1.1
O=C(NCc1ccccc1)[C@H]1C[C@@H]1[C@H](NP(=O)(c1ccccc1)c1ccccc1)c1ccccc1	0.7	9	3	9	-1	i	0	2.4	-0.4
CCC(C)n1c(O)c(C=Nc2cccc(C(F)(F)F)c2)c(=O)[nH]c1=S (stereo unspecified)	x	-4	-5	11	2	-0.3	3	0.4	3.4
Cc1ccc(S(=O)(=O)NCC(=O)NNC(=O)c2ccc(Br)cc2)cc1C	-7.0	16	-8	10	-6	0.4	x	0.0	0.7

The listing picks up, repeating the seven entries before the break.
SMILES	TcdB GH inh	PrPC surface inh	PriA SSB inh	Y pestis TopoI	Anthrax LF inh2	Vc quorum ag	SARS 3CLpro inh	PfHsp40 yeast	BoNT-A LC inh2
CC(C)C(=O)N1CCC1(C)C(=O)Nc1ccccc1OC(F)F (stereo unspecified)	-0.4	-8	x	-7	-4	i	x	x	-0.6
O=C(NNC(=O)C1CC1c1ccccc1)c1cccc([N+](=O)[O-])c1 (stereo unspecified)	x	-9	-8	-4	-1	i	1	-1.4	0.8
Cc1cccc(C)c1NC(=O)NN=C1CCCCC1	-1.6	19	-8	-1	x	-1.9	9	-0.6	x
C=CCN1C(=O)c2ccc(C(=O)NCC(c3ccccc3)N(C)C)cc2C1=O (stereo unspecified)	0.3	6	5	1	-7	-0.8	-3	-0.4	1.1
O=C(NCc1ccccc1)[C@H]1C[C@@H]1[C@H](NP(=O)(c1ccccc1)c1ccccc1)c1ccccc1	0.7	9	3	9	-1	i	0	2.4	-0.4
CCC(C)n1c(O)c(C=Nc2cccc(C(F)(F)F)c2)c(=O)[nH]c1=S (stereo unspecified)	x	-4	-5	11	2	-0.3	3	0.4	3.4
Cc1ccc(S(=O)(=O)NCC(=O)NNC(=O)c2ccc(Br)cc2)cc1C	-7.0	16	-8	10	-6	0.4	x	0.0	0.7
O=[N+]([O-])c1ccc(C(=Nc2ccccc2)N2CC2)cc1	1.3	-27	12	-4	-2	4.5	x	2.8	0.1
Cc1ccccc1C(=O)NC(=S)NCC1CCCO1 (stereo unspecified)	x	-6	-5	-5	-1	-0.7	-3	-1.2	-0.6
CCOc1cc(C(=O)OCc2ccc([N+](=O)[O-])cc2)ccc1OCC(=O)N1CCOCC1	-0.1	-16	-6	6	0	i	x	0.4	0.0
COc1ccc(N2CCN(C(=O)COC(=O)c3ccc(Cl)nc3)CC2)cc1	1.0	-1	-11	-6	-7	i	x	0.7	0.4
COc1ccccc1C1/C(=C(/O)c2ccc(C)cc2)C(=O)C(=O)N1CC(C)O (stereo unspecified)	x	-4	x	-4	-3	-0.4	6	4.4	-0.3
CCOC(=O)/C=C/[C@H]1CCc2cccc(C)c2O1	1.1	1	-22	3	-3	-0.8	x	-0.5	-0.7
COC(=O)C1=C(c2ccc(S(C)(=O)=O)cc2)C[C@@H]2CC[C@H]1N2C(=O)NCCO	x	6	5	3	0	i	x	0.3	-0.5
Cc1ccc(C)c(NC(=O)CN(C)C(=O)c2ccccc2Cc2ccccc2)c1	-0.9	11	1	-6	-1	5.6	x	-0.3	0.5
COC(=O)c1cc(S(=O)(=O)NCC2CCN(Cc3ccc(F)cc3)CC2)cn1C	2.1	2	-16	-6	-3	0.9	1	-0.3	0.7
O=C(NC1CCS(=O)(=O)C1)C1C2CC3CC(C2)CC1C3 (stereo unspecified)	0.0	-5	3	-14	-2	-0.2	1	0.7	0.5
O=C1CSc2ccccc2N1	-5.7	12	2	-6	-1	-3.2	x	0.0	-0.7
COc1ccc(NC(=O)c2cccc(S(=O)(=O)N3CCN(C)CC3)c2)c(OC)c1	-0.3	-6	27	0	-2	-0.3	1	-1.3	4.0
O=C(COC(=O)c1cccc(Br)c1)Nc1ccc2[nH]c(=O)[nH]c2c1	0.7	-4	-3	4	-2	-0.3	x	1.6	-4.4
COc1cccc(Nc2c3c(nc4c(-c5ccccc5)c(C)nn24)CCC3)c1	0.8	8	-50	21	-2	-0.1	-2	0.3	-0.7
CCN(CC)C(=O)CSc1nc2ccccc2n1CC(=O)N1CCN(c2ccccc2OC)CC1	x	-2	-15	3	0	i	-2	0.3	1.4
COC(=O)Nc1ccc(S(=O)(=O)N2CCCCC2C(=O)NCc2ccco2)cc1 (stereo unspecified)	x	-3	-9	-1	-4	-1.7	-1	2.3	-0.5
COc1ccc(C(=O)N2CCCC(c3nc(-c4cccs4)no3)C2)cc1OC (stereo unspecified)	-0.5	5	-8	22	-1	-0.2	5	-0.1	-4.5
O=C(c1ccco1)N1CCN(Cc2nc(-c3cccs3)no2)CC1	0.2	8	-8	0	-6	-0.5	2	-1.2	-1.1
Cc1ccsc1C(=O)C1CCCN(Cc2ccn[nH]2)C1 (stereo unspecified)	1.2	2	5	4	-7	i	1	-1.0	0.4
COc1ccc2nc(N3CCCC3)c(C#N)cc2c1	x	-1	-5	2	0	4.8	-2	-1.8	6.4
O=C(CSc1nnc(COc2ccccc2)n1-c1ccccc1)c1ccccc1	x	5	-6	16	2	-0.2	3	2.0	-0.2
CCOC(=O)c1c(N)sc(C(=O)OC)c1C	-0.6	3	-1	5	-4	0.1	1	1.4	-0.1
COc1ccc(NC(=O)c2cn(CCC#N)nc2-c2ccccc2)cc1	0.2	1	-21	-3	-4	-0.2	1	-1.3	-5.7
COc1ccc(NC(=O)c2ccc(NC(=O)c3nc4nccc(C)n4n3)cc2)cc1	0.6	-7	-14	-2	-4	i	x	0.4	-0.6
Cc1ccc(C(=O)NC(O)C(Cl)(Cl)Cl)cc1 (stereo unspecified)	x	2	-12&-6	1	0	-0.4	1	0.4	-0.7
CC1CN(S(=O)(=O)c2cccc(-c3cn4ccccc4n3)c2)CC(C)O1 (stereo unspecified)	0.6	10	2	-4	1	0.9	2	-0.1	0.9
COc1ccc(NC(=O)C2(C)Cc3c(-c4cccc(C(N)=O)c4)ccnc3O2)cc1OC (stereo unspecified)	1.2	16	x	5	-3	-0.2	x	x	-0.3

A portion of the library, so the mix of outcomes need not match the whole.
